KOR beta-arrestin-1: KOR antagonists, beta-arrestin recruitment, cell-based, luminescence, uHTS (AID 1778); Kappa-type opioid receptor (Homo sapiens); KOR beta-arrestin recruitment, luminescence, antagonist mode; higher % means a stronger effect; inhibition, % at 10 µM; hits with a dose series show IC50 in µM; 0.091% of 290,000 active; note: strong numbers were not always called active
KOR beta-arrestin-2: KOR agonists, beta-arrestin recruitment, primary screen, cell-based, luminescence, uHTS (AID 1777); Kappa-type opioid receptor (Homo sapiens); KOR beta-arrestin recruitment, luminescence; higher % means a stronger effect; one-dose activation, % at 10 µM; EC50 in µM for titrated hits; 0.02% of 280,000 active; in the data active = activation above about 50%, passing the limit was not always enough; note: a part of the inactive calls stands beside numbers as strong as those of hits
Myeloid diff 2: induction of myeloid progenitor differentiation, primary screen, cell-based, flow cytometry, MLPCN library; ER-HoxA9 myeloid progenitors, lysozyme-GFP differentiation; calls only at 10 µM; 1% of 360,000 active; AID 624256, 2012;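 active = normalized GFP-positive differentiation at or above the plate's own cutoff, the solvent-only control mean plus 3 SD; inconclusive = no clear call, values can overlap the other calls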;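 note: cells exposed to compound for four days before flow analysis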
PhoP inhibition: inhibitors of PhoP regulon expression, primary screen, Salmonella Typhimurium, GFP reporter (AID 1863); inhibition, % at 50 µM, or IC50 in µM where a hit was titrated; 0.16% of 300,000 active; S. Typhimurium PhoP-regulated promoter GFP reporter, 4 h; higher % means a stronger effect;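 active = inhibition over 29.93%, a cutoff 3 SD above the screen mean, later confirmed by dose response; inconclusive = inhibition over 29.93% but no dose response follow-up; inactive = inhibition at most 29.93% or unconfirmed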;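 note: 0% = low Mg2+ inducing control and 100% = high Mg2+ repressing control; strong numbers were not always called active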
Siah-1 displacement: Siah-1 peptide-binding antagonists, primary screen, biochemical, fluorescence polarization, rhodamine-plectin, uHTS (AID 1817). 0.02% of 290,000 active. Siah-1 / rhodamine-plectin peptide fluorescence polarization; higher % means a stronger effect. displacement, % at 20 µM; hits with a dose series show IC50 in µM. E3 ubiquitin-protein ligase SIAH1 (Homo sapiens);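 active = displacement of at least 50% at 20 µM, with a fluorescence ratio check between 0.3 and a set limit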;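 note: plate controls were Siah plus tracer with DMSO for no effect and tracer alone without Siah for full effect; strong numbers were not always called active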
HIV fusion peptide: inhibitors of HIV fusion peptide binding, primary screen, biochemical, uHTS, fluorescence dequenching (AID 1986) | inhibition, % at 20 µM; hits with a dose series show IC50 in µM | 0.3% of 290,000 active | cell-free peptide binding, fluorescence dequenching, 30 min; higher % means a stronger effect; in the data active = inhibition mostly above about 52%, no sharp cut-off; inactive = mostly below about 76%; note: some results filed as inactive read as strong as hits
LYP phosphatase: inhibitors of LYP phosphatase, biochemical, fluorescence intensity, uHTS (AID 1779); Tyrosine-protein phosphatase non-receptor type 22 (Homo sapiens); recombinant LYP phosphatase, fluorescence intensity; higher % means a stronger effect; inhibition, % at 11.5 µM; hits with a dose series show IC50 in µM; 0.054% of 290,000 active;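 note: plate controls were vehicle with enzyme for no effect and no enzyme for full effect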
NOD1 inhibition: NOD1 signaling inhibitors, primary screen, cell-based, luminescence, uHTS (AID 1578); NOD1-driven NF-kB luciferase reporter cells, luminescence; higher % means a stronger effect; 1% of 290,000 active; inhibition, % at 4 µM, or EC50 in µM where a hit was titrated; in the data active = inhibition mostly above about 36%, no sharp cut-off; inactive = mostly below about 34%;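 note: HEK-293T reporter cells stimulated with the NOD1 agonist gamma-tri-DAP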
HEK293 NOD2/NF-kB: NOD2 signaling inhibitors, cell-based, luminescence, uHTS, HEK293 (AID 1566); inhibition, % at 4 µM, or EC50 in µM where a hit was titrated; 0.63% of 290,000 active; HEK293 NOD2/NF-kB luciferase reporter, luminescence; higher % means a stronger effect; note: many of its hits are not listed in these tables
Myeloid diff 2 GFP+ MAC1+ %: further read-out of Myeloid diff 2, marked with its call; GFP+ MAC1+ double positive, %; measured here: differentiation confirmed by MAC1 staining
The depositor's hits bear a star; i = inactive; ? = inconclusive; . = not tested or not shown; [ ] = dose if it differs, or a comment. Cut-off read from the data, not from the text of the source, unless noted: active = inhibition above about 50%; inactive = the rest. These rows are one share of the data; the hit share may differ from the screen's.

cpd	SMILES	KOR beta-arrestin-1	KOR beta-arrestin-2	Myeloid diff 2	Myeloid diff 2 GFP+ MAC1+ %	PhoP inhibition	Siah-1 displacement	HIV fusion peptide	LYP phosphatase	NOD1 inhibition	HEK293 NOD2/NF-kB
1	Cc1ccc(S(=O)(=O)CC(=O)Nc2nc(-c3ccccc3)cs2)cc1	3%	-7.8%	i	0.9	13%	3%	0.0%	-2%	14%	0%
2	COc1ccc2c(c1)N(C)/C(=C1/SC(=NCc3ccccc3)N(c3ccccc3)C1=O)S2	22%	0.0%	i	0.6	-1%	-1%	-2.4%	-7%	-38%	-4%
3	Cc1cc(=O)[nH]c2nnnn12	-8%	2.1%	i	0.4	0%	-2%	0.7%	-3%	-5%	-7%
4	Cc1nc2ccccc2n1CCc1ccccc1	-27%[20 µM]	.	i	0.1	.	8%	0.3%	-4%	-34%	-16%
5	Cc1ccc(S(=O)(=O)CCC(=O)OCC(=O)c2c(N)n(CC(C)C)c(=O)n(C)c2=O)cc1	-15%	4.4%	i	2.2	-1%	4%	2.9%	-8%	5%	22%
6	CC1(C)C(c2cccs2)=[N+]([O-])C2(CCCCC/C2=N\NC(N)=S)N1O (stereo not given)	-9%	-5.5%	i	0.5	-3%	-4%	-1.1%	-5%	6%	10%
7	CC(C)(C)Oc1ncc(Br)c(OC(C)(C)C)n1	-5%	2.7%	i	6.6	0%	0%	1.0%	-10%	-14%	13%
8	CCOc1ccc2c(c1)[N+](C)(C)C(C)(C)C=C2C	1%	-0.9%	i	0.2	-13%	4%	-1.8%	41%	-17%	10%
9	COc1cc(CCC(=O)OCC(=O)Nc2c(Cl)cccc2Cl)cc(OC)c1OC	-19%	0.6%	i	2.4	0%	-3%	-0.4%	-7%	-12%	-2%
10	COc1ccc(CCN2C(=O)c3[nH]nc(-c4ccccc4O)c3C2c2ccc(C)cc2)cc1OC (stereo not given)	49%	2.7%	i	1.3	-4%	-2%	0.5%	2%	0%	9%
11	CCCOc1ccc(C(C)=O)cc1CSCCC#N	4%	6.4%	i	1.4	-12%	2%	0.0%	-4%	-5%	-1%
12	Cc1cc(C)c2c(=O)[nH]c(SCc3ccc([N+](=O)[O-])cc3)nc2n1	9%	-4.2%	i	0.6	2%	24%	-1.1%	-2%	-20%	16%
13	CCn1c(SCC(=O)Nc2ccc3[nH]c(=O)[nH]c3c2)nnc1-c1ccccc1	17%	-2.7%	i	0.6	-3%	-4%	-2.3%	2%	-1%	20%
14	O=C(NCCc1cccs1)C1CC(c2cccc(F)c2)=NO1 (stereo not given)	-5%	-4.0%	i	1.5	1%	-3%	-1.2%	-13%	29%	-87%
15	COc1ccc(C(=O)CN2C(=O)NC(C)(c3ccccc3)C2=O)cc1OC (stereo not given)	-7%	1.8%	i	0.6	-6%	7%	4.0%	-5%	-40%	3%
16	Cc1cc(-c2onc(C)c2C(=O)Nc2ccc(C(F)(F)F)cc2)no1	-68%	3.5%	i	0.8	-6%	-2%	1.2%	-3%	3%	11%
17	NS(=O)(=O)c1ccc(CNC(=O)/C=C/c2ccc(Cl)c(Cl)c2)cc1	17%	-4.3%	i	0.7	-5%	1%	0.0%	1%	-17%	10%
18	CN(Cc1ccccc1)S(=O)(=O)c1cn(C)cn1	9%	-5.9%	i	0.7	21%	-1%	-0.2%	-4%	-5%	4%
19	Cc1nc2ncnn2c(N2CCN(C(=O)Cc3cccs3)CC2)c1C	-32%	1.3%	i	1.0	2%	-2%	2.1%	-21%	-3%	14%
20	Cc1noc(C)c1C(=O)N1CCN(S(=O)(=O)c2cccs2)CC1	-13%	1.0%	i	0.5	3%	3%	6.9%	-10%	-6%	11%
21	CC(=O)c1ccc(NC(=O)Nc2cccc(Cl)c2)cc1	7%	-6.1%	i	0.8	31%	-1%	0.1%	-3%	-91%	-110%
22	COCCNC(=O)c1cccc(C)c1[N+](=O)[O-]	29%	-1.6%	i	0.2	-9%	-3%	-2.3%	-2%	-21%	14%
23	CSc1ccccc1NC(=O)CN(C)CC(=O)Nc1ccc(Cl)cc1F	25%	-2.6%	i	1.1	14%	-1%	-4.5%	-2%	-6%	-18%
24	Fc1ccc2c(c1)C1C=CCC1C(c1cc3c(cc1Br)OCO3)N2 (stereo not given)	-15%	3.6%	i	1.8	-6%	-4%	8.4%	4%	32%	12%

Screen by screen, quoted from above.
Myeloid diff 2 GFP+ MAC1+ %, nos. 9–18 → 2.4, 1.3, 1.4, 0.6, 0.6, 1.5, 0.6, 0.8, 0.7, 0.7
NOD1 inhibition, nos. 9–18 → -12%, 0%, -5%, -20%, -1%, 29%, -40%, 3%, -17%, -5%
LYP phosphatase, nos. 9–18 → -7%, 2%, -4%, -2%, 2%, -13%, -5%, -3%, 1%, -4%

Four compounds from above, showing only PhoP inhibition and KOR beta-arrestin-1:
No.	molecule	PhoP inhibition	KOR beta-arrestin-1
19	Cc1nc2ncnn2c(N2CCN(C(=O)Cc3cccs3)CC2)c1C	2%	-32%
20	Cc1noc(C)c1C(=O)N1CCN(S(=O)(=O)c2cccs2)CC1	3%	-13%
21	CC(=O)c1ccc(NC(=O)Nc2cccc(Cl)c2)cc1	31%	7%
22	COCCNC(=O)c1cccc(C)c1[N+](=O)[O-]	-9%	29%

(continued)
cpd	SMILES	KOR beta-arrestin-1	KOR beta-arrestin-2	Myeloid diff 2	Myeloid diff 2 GFP+ MAC1+ %	PhoP inhibition	Siah-1 displacement	HIV fusion peptide	LYP phosphatase	NOD1 inhibition	HEK293 NOD2/NF-kB
25	CC(=O)Nc1ccc(C(=O)N2CC(=O)NC(=O)C2)cc1	24%	2.7%	i	0.8	-12%	16%	-0.6%	-9%	-6%	-3%
26	COC(=O)c1cc(OC)c(OC)cc1NC(=O)c1cc(C(C)(C)C)oc1C	26%	-4.3%	i	0.1	-4%	3%	-1.7%	1%	-5%	14%
27	CCOc1ccccc1NC(=O)COC(=O)CC(C)(C)CC1=NS(=O)(=O)c2ccccc2N1	-27%	-2.6%	i	2.9	2%	7%	-0.1%	-12%	11%	17%
28	CC1CC(C)CN(C(=O)Cn2c(=O)c3cccn3c3cccnc32)C1 (stereo not given)	-40%	8.3%	i	1.5	-9%	-5%	0.9%	-7%	22%	31%
29	COc1ccc(/C=C(\NC(=O)c2ccc(OCC(C)C)cc2)C(=O)OCc2ccco2)cc1	19%	-1.9%	?	.	10%	4%	6.3%	13%	-24%	9%
30	CCOC(=O)N1CCC(Nc2ccc(N3C(=O)C4CCCCC4C3=O)cc2[N+](=O)[O-])CC1 (stereo not given)	-7%	-9.5%	i	0.1	1%	8%	-2.0%	-6%	-18%	14%
31	COC(=O)Cn1c(=O)oc2ccc(C)cc21	-14%[20 µM]	.	i	0.4	-3%	5%	-1.8%	-10%	-20%	5%
32	Cc1cc(C(=O)N/N=C/c2cn(C)nc2C)c2ccccc2n1	-7%	-4.4%	i	1.2	0%	5%	-1.6%	-7%	-13%	0%
33	NC1=C([N+](=O)[O-])C(c2ccc3c(c2)OCO3)C2=C(CCCC2=O)O1 (stereo not given)	-34%[20 µM]	2.0%	i	0.6	9%	9%	-1.6%	-8%	-23%	10%
34	COc1cc(CN2CCC(C(=O)NC3CCCC3)CC2)cc(Br)c1O	1%	-0.4%	i	0.7	5%	2%	-3.0%	-5%	-29%	2%
35	Cc1cc(C(=O)CSc2nncs2)c(C)n1-c1c(C)n(C)n(-c2ccccc2)c1=O	-15%	9.7%	i	4.2	-2%	-1%	12%	-2%	-6%	-6%
36	CN(C)c1nc(-c2cccs2)cc(C(F)(F)F)c1C#N	-19%	0.6%	i	0.5	-4%	-4%	0.8%	-9%	3%	-4%
37	COc1cc(/C=N/NC(=O)c2cccs2)ccc1OCc1ccccc1	6%	-0.2%	i	0.6	-13%	2%	-2.1%	3%	15%	-18%
38	Cc1cc(C(=O)N/N=C/c2cc([N+](=O)[O-])cc(C)c2O)n[nH]1	34%	-2.7%	i	0.2	-3%	-18%	2.6%	-9%	-2%	24%
39	COc1ccc(C(C(=O)NC(C)C)N(C(=O)CCC(=O)Nc2nccs2)c2ccccc2F)cc1 (stereo not given)	-7%[20 µM]	.	i	0.1	.	13%	1.1%	-8%	-29%	-7%
40	Cc1cc(-c2ccccc2)nc(SCC(=O)c2cccc([N+](=O)[O-])c2)n1	-12%	-0.6%	i	5.4	8%	3%	-1.2%	-2%	.	19%
41	CN1CCN(c2ccc(Nc3ccnc4cc(Cl)ccc34)cc2)CC1	-14%	3.8%	i	0.3	4%	-2%	0.0%	-8%	-18%	25%
42	COc1ccc(NC(=S)N/C(=N/S(=O)(=O)c2ccc(C)cc2)c2ccccc2)cc1	8%	1.0%	i	0.7	6%	7%	-0.9%	1%	-50%	-32%
43	Cc1ccc(OCCOCCN2CCCCC2)c([N+](=O)[O-])c1	-36%[20 µM]	-2.4%	i	0.2	4%	-2%	0.0%	-5%	13%	6%
44	COc1ccc(/C=N/NC(=O)c2cc[n+]([O-])cc2)cc1OC	-21%	0.6%	i	0.4	-3%	5%	1.8%	5%	15%	1%
45	Nc1ccc2nc3c(=O)[nH]c(=S)[nH]c3nc2c1	30%	0.3%	i	5.2	.	79%	145%	58%*	4%	12%
46	S=c1[nH]nc(-c2cccc(Cl)c2)n1/N=C/c1ccc(-c2ccccc2Br)o1	-5%	3.3%	i	0.3	-5%	10%	0.8%	-5%	-3%	13%
47	CCN1CCN(C(=O)C2CCN(c3nnc(-n4c(C)ccc4C)s3)CC2)CC1	6%[20 µM]	-11%	i	1.0	.	4%	-0.2%	-6%	-18%	9%
48	CCCOc1ccc(C(=O)N2CCCC2C(=O)O)cc1 (stereo not given)	-4%	2.5%	i	13	41%	4%	3.4%	-6%	-14%	-8%
49	CC(C)(C)c1ccc(/C=C/C(=O)NCCCn2ccnc2)cc1	-20%	0.6%	i	0.4	0%	-3%	3.0%	-12%	-6%	20%
50	O=C1NC2(CCCCCC2)C(=O)N1Cc1cccc([N+](=O)[O-])c1	48%	5.9%	i	0.6	-4%	-5%	-0.1%	-11%	-2%	-5%
51	O=C(COc1ccc(F)cc1)N(Cc1ccco1)C1CCS(=O)(=O)C1 (stereo not given)	-11%	5.4%	i	3.3	-10%	1%	0.9%	-8%	-21%	-9%

Record cards (already shown). Values in the order: KOR beta-arrestin-1 | KOR beta-arrestin-2 | Myeloid diff 2 | Myeloid diff 2 GFP+ MAC1+ % | PhoP inhibition | Siah-1 displacement | HIV fusion peptide | LYP phosphatase | NOD1 inhibition | HEK293 NOD2/NF-kB
O=C1NC2(CCCCCC2)C(=O)N1Cc1cccc([N+](=O)[O-])c1 across the screens: 48% | 5.9% | i | 0.6 | -4% | -5% | -0.1% | -11% | -2% | -5%
O=C(COc1ccc(F)cc1)N(Cc1ccco1)C1CCS(=O)(=O)C1 (stereo not given) across the screens: -11% | 5.4% | i | 3.3 | -10% | 1% | 0.9% | -8% | -21% | -9%
